A3A deaminase = human APOBEC3A DNA deaminase inhibition; P31941; recombinant A3A, FAM/TAMRA ssDNA deamination fluorescence; inhibition, % at 20 µM; hit rate 0.41% among 330,000; AID 493011;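 active = at least 40% inhibition at 20 µM here, with at most 30% in a related deaminase screen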;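 also: plate controls were A3A with DMSO for no effect and wells lacking A3A enzyme for full effect; some results filed as inactive read as strong as hits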
Target sequence (P31941 whole entry, looked up): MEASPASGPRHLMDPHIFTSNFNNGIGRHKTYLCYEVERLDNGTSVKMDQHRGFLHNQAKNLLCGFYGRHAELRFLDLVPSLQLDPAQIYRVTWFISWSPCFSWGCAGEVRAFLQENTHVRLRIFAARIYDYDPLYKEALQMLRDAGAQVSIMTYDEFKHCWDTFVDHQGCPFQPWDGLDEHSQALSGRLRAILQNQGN
EBI2 antag = blocks human EBI2 receptor beta-arrestin signaling | P32249 | EBI2 beta-arrestin recruitment, luminescence, 7a,25-OHC stimulated | inhibition, % at 5 µM | hit rate 0.81% among 360,000 | AID 651636; in the data active = inhibition above about 38%;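 also: enzyme fragment complementation signal reports receptor beta-arrestin coupling in cells; 0% = agonist plus DMSO wells and 100% = wells without agonist; some results beyond the cut were filed as inactive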
Target sequence (P32249 whole entry, looked up, the tested form may be a part): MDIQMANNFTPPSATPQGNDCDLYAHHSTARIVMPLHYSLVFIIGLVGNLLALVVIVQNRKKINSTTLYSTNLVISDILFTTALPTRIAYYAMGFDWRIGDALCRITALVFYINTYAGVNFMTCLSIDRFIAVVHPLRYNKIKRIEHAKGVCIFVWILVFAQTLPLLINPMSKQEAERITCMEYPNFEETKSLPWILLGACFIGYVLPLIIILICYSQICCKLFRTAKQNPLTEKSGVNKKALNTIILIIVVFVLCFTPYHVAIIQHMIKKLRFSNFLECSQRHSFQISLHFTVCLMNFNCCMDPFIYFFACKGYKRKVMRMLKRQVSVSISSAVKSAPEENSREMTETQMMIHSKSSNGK
A3G deaminase = inhibitors of human APOBEC3G DNA deaminase; recombinant A3G, ssDNA deamination FAM/TAMRA fluorescence; inhibition, % at 20 µM; hit rate 0.28% among 330,000;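 active = inhibition of at least 40% at 20 µM, with no more than 30% in the related APOBEC3A deaminase screen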;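 also: plate controls were DMSO wells with A3G for no effect and wells lacking A3G enzyme for full effect; some compounds called inactive have numbers as strong as hits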
Target sequence (Q9HC16 whole entry, looked up): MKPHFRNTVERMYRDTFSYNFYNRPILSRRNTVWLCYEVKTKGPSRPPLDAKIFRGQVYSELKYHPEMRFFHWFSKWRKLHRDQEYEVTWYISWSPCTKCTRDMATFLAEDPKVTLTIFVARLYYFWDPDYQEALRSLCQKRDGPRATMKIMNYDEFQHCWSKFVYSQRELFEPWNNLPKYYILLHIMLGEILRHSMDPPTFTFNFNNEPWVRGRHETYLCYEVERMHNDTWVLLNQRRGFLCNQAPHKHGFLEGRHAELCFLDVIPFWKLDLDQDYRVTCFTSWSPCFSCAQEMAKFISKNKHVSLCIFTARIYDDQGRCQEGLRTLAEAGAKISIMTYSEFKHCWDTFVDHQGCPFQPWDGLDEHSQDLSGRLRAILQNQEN
Gli-Sufu block = blocks Gli-Sufu signaling in a luciferase reporter; Sufu-KO-LIGHT fibroblasts, Gli luciferase reporter luminescence; inhibition, % at 5 µM; hit rate 0.74% among 340,000; AID 588413;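 active = inhibition above about 55%, limit read from the data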;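 also: 0% = DMSO-treated cells and 100% = wells with medium but no cells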
MPTP inh = blocks calcium-induced mitochondrial swelling | isolated mouse mitochondria, Ca2+ swelling absorbance, 30 min | inhibition, % at 10 µM | hit rate 1.4% among 360,000;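 active = inhibition of 50% or more, scaled per plate between neutral and stimulator controls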;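 also: 0% = DMSO wells given calcium and 100% = 1 mM EGTA wells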
NR3A LBD binder = modulates the human NR3A ligand-binding domain. hit rate 2.5% among 340,000. NR3A LBD differential scanning fluorimetry, Tm shift; 0% = protein alone, 100% = glycine-bound protein. Tm shift relative to glycine control, % at 25 µM. AID 1259313;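 active = melting temperature shift of at least 10% of the positive control shift, at one fixed dose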
CCR6 antagonist = blocks CCL20-driven beta-arrestin recruitment at human CCR6; inhibition, % at 20 µM; hit rate 0.49% among 340,000; P51684; CHO-K1 CCR6 PathHunter beta-arrestin, luminescence, CCL20-stimulated;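 active = compounds whose inhibition of the agonist-driven luminescence signal at 20 µM reaches about 50%, limit read from the data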;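 also: cells stimulated with CCL20 at 14 nM final; plate controls were DMSO with CCL20 for no effect and DMSO without agonist for full effect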
CXCR6 inh = blocks human CXCR6 beta-arrestin recruitment. CHO-K1 PathHunter CXCR6 beta-arrestin, luminescence. inhibition, % at 20 µM. hit rate 0.36% among 360,000; in the data active = inhibition above about 34%, passing the limit was not always enough;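 also: antagonist mode with CXCL16 agonist at 10 nM final; 0% = 10 nM CXCL16 with DMSO and 100% = unstimulated wells without agonist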
Numbers without * were called inactive; nt = no result given.

compound	EBI2 antag	CCR6 antagonist	MPTP inh	A3G deaminase	A3A deaminase	Gli-Sufu block	NR3A LBD binder	CXCR6 inh
CN1CCN(c2ccc(NC(=O)c3ccccc3)cc2)CC1	-2	-3	-0.4	-10	-3	-32	-1	6
CC(C)C(NC(=O)C1CCC(C(C)(C)C)CC1)C(=O)NCCCN1CCCCC1 (centres undefined)	-5	0	0.0	-1	2	6	-2	-2
CC1(C)CC(=O)C(C=NCc2ccc3c(c2)OCO3)=C(O)C1	-9	0	-1.1	-7	-3	0	0	13
CCC(C(=O)NC1CCCC1)N(Cc1ccco1)C(=O)Cn1nnc(-c2ccc(C)cc2)n1 (centres undefined)	14	12	-1.1	0	1	4	0	-4
CC12CN3CC(C)(CN(C1)C3c1ccc(Br)cc1O)C2 (centres undefined)	2	10	-1.4	-5	-1	-5	1	0
CCCn1c(N)c(C(=O)CN(C)CC(=O)Nc2cc(C)ccc2C)c(=O)[nH]c1=O	-1	11	0.0	-5	20	-3	1	-10
O=C(COc1ccc(Cl)cc1)N(Cc1ccco1)C1CCS(=O)(=O)C1 (centres undefined)	-4	2	1.0	-7	-4	2	1	-8
CCN(CC)c1ccc(/C=N/n2c(C)cc(C)cc2=O)cc1	-2	5	2.7	-7	-3	-5	-1	0
Nc1ccc(N2CCCCC2)c(S(=O)(=O)Nc2ccccc2Cl)c1	4	2	3.9	7	6	-1	-5	-4
Cc1nc(Cl)c(S(N)(=O)=O)c(C)c1Cl	-8	-1	-1.2	-2	-1	-6	0	-3
CCN(CC(=O)Nc1ccc(N2CCOCC2)cc1)C(=O)c1ccc(C(F)(F)F)cc1	-3	20	1.2	3	2	nt	-4	-6
CCOc1ccccc1N1CCN(CC(=O)Nc2ccccc2C(=O)NC2CC2)CC1	-3	6	0.6	-8	1	2	0	0
COCCCNC(=O)c1ccc([N+](=O)[O-])c(Cl)c1	0	5	-0.5	-3	1	-2	0	-2
CN(C(=O)c1cc2c(=O)n3ccccc3nc2s1)C1CCCCC1	-10	-1	1.4	-2	-3	-92	-1	-14
COc1cc(C2C3=C(CCCC3=O)Nc3c2c(C)nn3-c2cccc(C)c2)cc(OC)c1O (centres undefined)	1	-4	1.3	-2	3	35	-3	-5
COc1ccccc1OCC(=O)Nc1ccc(S(=O)(=O)Nc2cc(C)on2)cc1	-4	-5	0.2	0	-3	-34	-2	-3
Cc1ccccc1Oc1nc(-c2ccccn2)nc2ccccc12	-17	34	1.2	-1	0	-12	4	13
CCn1c(=O)c(C(=O)NNS(=O)(=O)c2ccc(Br)cc2)c(O)c2ccccc21	-4	5	-0.5	-11	-5	0	-3	-2
Cc1ccc2c(CC(=O)OC(C)C(=O)Nc3ncc(Cl)cc3Cl)coc2c1 (centres undefined)	-2	4	0.0	-4	5	-9	-3	1
C=C(C)C1Cc2c(C)nn(-c3cccc4ccccc34)c2C1 (centres undefined)	32*	10	1.4	-7	-3	0	1	-3
CCCN(C(=O)c1ccccc1N)c1c(C)n(C)n(-c2ccccc2)c1=O	5	-10	-0.7	-1	1	5	4	-8
CC(C)CCn1c(-c2nonc2N)nc2ccccc21	-10	12	1.4	1	1	-9	-24	6
C=C(C)C(=O)Oc1ccc(N2C(=O)[C@@H]3C4C=CC(C4)[C@@H]3C2=O)cc1	2	4	-0.2	-9	2	25	0	3
O=C(CC(=O)NC1CCCCC1)N/N=C/c1ccc(Cl)cc1	-4	-18	2.0	-2	5	11	1	-7
O=C(Nc1cc(C(F)(F)F)ccc1F)C1CCC1	-1	6	-0.7	-5	-1	4	0	-1
COC(=O)c1ccc(NC(=O)CCn2c(=O)oc3ccccc32)cc1	-6	6	1.4	-3	0	-3	0	-1
OC(COCC1COc2ccccc2O1)CN1CCc2ccccc2C1 (centres undefined)	10	-6	-0.3	-3	-1	3	-1	-3
C=C(Cl)COC(=O)[C@H]1C2C=CC(C2)C1C(=O)O (some centres undefined)	-9	1	1.9	2	0	-5	2	-10
O=C(COCC(=O)N1CCOCC1)N1CCOCC1	-6	-5	-0.4	-5	-2	0	0	2
CCc1ccc(CNC(=O)c2ccc3nc(C4CCCCC4)oc3c2)nc1	3	nt	-0.4	-1	1	nt	nt	-1
O=C(NCCN1CCCCC1)Nc1ccc(F)cc1	-9	-10	0.6	-9	-6	1	-1	-9
O=C(NC1CCOc2ccccc21)C1CCCC1 (centres undefined)	-4	4	-1.9	-5	5	-7	0	5
CC(c1ccco1)N(C(=O)c1cccc(Br)c1)c1ccccn1 (centres undefined)	3	21	1.3	-2	2	-22	-1	4
O=C(Cn1nc(-c2ccc(Cl)cc2)c2ccccc2c1=O)NCC1CCCO1 (centres undefined)	-9	2	0.3	-4	-3	9	0	0
COc1cc(/C=C(\C#N)c2ccccn2)ccc1OCC(=O)Nc1cccc(C(F)(F)F)c1	-7	0	-5.5	-3	1	-5	-5	-4
COc1ccc([N+](=O)[O-])cc1N(CC(=O)NCCCOC(C)C)S(C)(=O)=O	3	-17	1.0	0	0	5	1	3
O=C(/C=C/c1ccc(F)cc1)NCCNC(=O)/C=C/c1ccc(F)cc1	10	-3	-0.4	-5	-1	4	-4	-2
Cc1nn(-c2ccccc2)nc1C(=O)OCC(=O)N1CCCCC1C (centres undefined)	-1	20	0.0	-9	-3	-1	-1	-2
CCn1cc(C(=O)N2CC(C)CC(C)C2)c(=O)c2cc(S(=O)(=O)N3CCCC3)ccc21 (centres undefined)	-5	5	-0.7	-1	-1	17	0	-1
CC(=O)NC(CC(=O)OCC(=O)c1cc(C)ccc1C)c1ccccc1 (centres undefined)	6	12	-0.4	0	3	1	0	5
O=C(Nc1cccc2c1C(=O)NC2=O)c1ccccc1[N+](=O)[O-]	1	5	1.4	-1	4	3	0	13
CCN1C(=O)c2cccc3c(S(=O)(=O)N4CCC(C)CC4)ccc1c23	16	5	-0.4	-2	1	36	5	1
CC(=O)Nc1cccc(NC(=O)COc2ccc3c(c2)OCO3)c1	-3	6	0.0	-13	1	-11	-24	-1
O=C(COC(=O)c1ccc(C(F)(F)F)cc1)Nc1cccc(S(=O)(=O)N2CCCCC2)c1	-5	5	0.4	-11	-2	-6	6	1
Cc1ccc(NC(=O)CN(C)C(=O)COC(=O)c2nccnc2N)cc1	5	-3	-1.4	-4	-1	-2	-3	-2
CC(Oc1ccc(Br)cc1Br)C(=O)Nc1cccnc1Cl (centres undefined)	5	21	1.3	-5	-2	52	1	-4
CCOC(=O)c1c(NC(=S)N2CCOCC2)sc2c1CCN(C(=O)OCC)C2	21	23	5.0	-10	-5	-10	2	22
CCCCCC(=O)Nc1cccc(C2=NOC3(C2)C[C@H](C(N)=O)N(C(=O)CC)C3)c1 (some centres undefined)	-2	-3	1.1	-7	-4	-2	3	-9
COCCCn1cn[nH]c1=S	-4	4	0.3	1	2	2	-2	-9
CCCCN1C(=O)N(c2ccc(Cl)cc2)C(C)(O)CC1(C)C (centres undefined)	10	17	0.2	-3	2	-20	2	8
COc1ccc(C(=O)NN2C(=O)C3CCC(C)(C2=O)C3(C)C)cc1 (centres undefined)	-4	-36	-0.8	-3	2	-2	-1	-4
Cc1ccc2nc(C)cc(Cl)c2c1	-8	19	1.4	0	-1	-3	1	6
CCc1ccc(/C=C2/Sc3ccccc3N(CC(=O)NCC3CCCO3)C2=O)cc1 (centres undefined)	38	18	-0.1	-5	-6	-11	-7	4
O=C(CSc1nc(-c2ccco2)cc(C(F)(F)F)n1)NC1CCCC1	-7	8	-0.3	-1	0	12	1	4
COC(=O)COc1ccc(NC(=O)Cn2nc(-c3ccccc3)c3ccccc3c2=O)cc1	-2	17	-1.2	-6	-2	-13	0	5
CCN1CCN(c2ccc(NC(=O)c3ccc(Cl)c(N4CCCC4=O)c3)cc2)CC1	1	-7	-1.7	8	66*	-2	1	1
Cc1cccc(NC(=O)CSc2nnc(CCNC(=O)OC(C)(C)C)o2)c1C	-6	-9	1.0	2	2	4	1	-3
Cc1cc(=O)oc(C)c1C(=O)NNC(=O)C1(C)CC1Br (centres undefined)	0	2	-1.0	-7	-1	5	-1	6
Cc1ccc(C)c(S(=O)(=O)NNC(=O)c2sc(NS(=O)(=O)c3ccccc3)nc2C)c1	7	15	-0.2	-9	-11	17	2	0
Cc1c(C(C)(C)C)s/c(=N/S(=O)(=O)c2ccccc2)n1C	-1	9	-0.3	-2	0	8	-1	-5

Next structures:
compound	EBI2 antag	CCR6 antagonist	MPTP inh	A3G deaminase	A3A deaminase	Gli-Sufu block	NR3A LBD binder	CXCR6 inh
Cc1cc(C(=O)COC(=O)c2cccc(S(=O)(=O)N(C)C)c2)c(C)n1CC1CCCO1 (centres undefined)	-7	10	-2.2	-6	0	23	0	3
O=C(O)CCCN1C(=O)/C(=C/c2ccncc2)SC1=S	-8	-14	-0.4	-5	-3	4	-2	-8
O=C1C=C(c2ccc3c(c2)OCCO3)C[C@@H](c2ccc(F)cc2)C1	13	5	0.7	-6	0	-18	-1	4
COc1cc(/C=C/C(=O)O[C@H]2[C@H](O[C@@H]3O[C@@H](C)[C@H](O)[C@@H](O)[C@H]3O)[C@@H](O)[C@H](OCCc3ccc(O)c(OC)c3)O[C@@H]2CO)ccc1O	-4	-4	-1.0	-5	-4	-12	-2	-1
CN(C)CCCN(C(=O)c1ccc(C(=O)c2ccccc2)cc1)c1nc2cc3c(cc2s1)OCCO3	7	30	-0.6	-9	1	9	5	0
CC(C)(C)OC(=O)N(CCc1ccccc1)Cc1ccccc1OCc1cccc(NC(=O)C2CCCC2)c1	19	10	-0.6	nt	nt	14	3	10
COc1cc2ncnc(NCc3ccccc3)c2cc1OC	-6	-13	-1.6	-3	-4	6	-1	-6
CCOC(=O)C1=C(C)NC(=O)NC1c1ccc(NC(C)=O)cc1 (centres undefined)	-8	-8	-0.7	7	4	7	1	-5
C=CCN1C(=O)C(O)(CC(=O)c2ccc(Cl)cc2)c2ccccc21 (centres undefined)	0	6	-5.4	-1	1	7	-2	-10
OCCNc1nc(N2CCCC2)nc(N2CCCC2)n1	-5	-18	0.2	-5	2	-10	-1	-2
COc1cccc(-c2nn(-c3ccccc3)cc2CNC(C)Cn2cncn2)c1 (centres undefined)	-15	-1	-1.5	-3	0	11	0	-7
CCOc1cc(/C=C2/N=C(c3ccc4c(c3)OCO4)OC2=O)ccc1OC(C)=O	0	10	-0.1	1	3	-18	-3	11
Cc1ccc(Cl)cc1NC(=O)Cn1cc(C(F)(F)F)cc(Cl)c1=O	-8	9	0.5	-7	6	0	-2	-8
O=C(O)CCC(=O)N1N=C(c2ccco2)CC1c1cccs1 (centres undefined)	3	-4	0.3	-5	-3	-4	-3	3
CCOC(=O)c1sc(=S)n(-c2ccccc2)c1NC(C)=O	1	-5	43	-9	-4	2	-3	3
CC1CCN(CCC(=O)N2CCCc3c2c(=O)oc2ccc(O)cc32)CC1	1	-6	3.4	-6	5	0	1	-7
COc1cc(/C=N/N2CCN(Cc3ccc(Cl)cc3)CC2)cc(Br)c1O	-16	-7	0.7	-2	-2	2	-7	-1
CCOc1ccc(C(=O)CN2CCN(S(=O)(=O)c3ccc(Br)cc3)CC2)cc1	10	-2	-2.6	-2	4	25	1	-4
Cc1ccc(Cn2c(SCC(=O)N/N=C/c3ccccc3OCC(=O)O)nc3ccccc32)cc1	-5	9	3.6	-7	0	-12	-2	1

Source: PubChem
